# High-throughput results deposited in PubChem BioAssay by several laboratories.
# JNK3 inh – JNK3 kinase activity inhibitors, primary screen, biochemical, human, purified enzyme. Mitogen-activated protein kinase 10 (Homo sapiens), P53779. HTS. inhibition, % at 8 µM. 60,000 compounds, 0.61% hits. AID 746, 2007; in the data active = inhibition above about 17%;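 note: 0% = DMSO and 100% = reference inhibitor; many of its hits are not listed in these tables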
# Cdc25B block – inhibitors of Cdc25B phosphatase catalytic domain, primary screen, biochemical, OMFP fluorescence; 65,000 compounds, 0.1% hits; recombinant Cdc25B, OMFP fluorescence Ex485/Em525; AID 368, 2006; inhibition, %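 (compounds tested at 10 µM final in the well)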; in the data active = inhibition above about 50%
# FXIa inh mix – FXIa protease inhibitors in compound pools, primary screen, biochemical, 10-compound mixtures | purified FXIa, fluorogenic substrate, pooled mixtures | inhibition, % at 5 µM | 62,000 compounds, 0.19% hits | AID 680, 2007;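 note: each value is inhibition by a whole ten-compound pool holding the compound; 0% = enzyme with no mixture and 100% = wells lacking enzyme; strong numbers were not always called active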
# Target sequence (P03951 19-387 limits assumed): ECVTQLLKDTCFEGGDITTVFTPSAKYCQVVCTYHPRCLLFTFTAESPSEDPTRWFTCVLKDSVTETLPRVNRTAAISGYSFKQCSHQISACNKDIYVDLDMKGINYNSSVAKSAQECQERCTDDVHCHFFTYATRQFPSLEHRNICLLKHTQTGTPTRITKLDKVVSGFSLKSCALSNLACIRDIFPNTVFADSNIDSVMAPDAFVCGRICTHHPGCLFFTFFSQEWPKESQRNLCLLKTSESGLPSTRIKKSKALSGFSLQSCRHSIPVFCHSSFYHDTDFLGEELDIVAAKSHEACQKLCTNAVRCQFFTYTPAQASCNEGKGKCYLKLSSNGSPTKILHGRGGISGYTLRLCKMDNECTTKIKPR
# Target sequence (P03951 388-625 limits assumed): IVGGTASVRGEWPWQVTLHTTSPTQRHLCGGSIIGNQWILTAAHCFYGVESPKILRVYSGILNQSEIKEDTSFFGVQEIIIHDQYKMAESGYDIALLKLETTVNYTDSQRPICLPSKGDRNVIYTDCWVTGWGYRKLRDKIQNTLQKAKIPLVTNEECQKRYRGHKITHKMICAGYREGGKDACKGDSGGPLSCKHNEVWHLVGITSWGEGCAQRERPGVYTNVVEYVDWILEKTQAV
# FXIIa inh mix – human factor XIIa inhibitors, primary screen, biochemical, pooled compound mixtures, fluorogenic substrate; Coagulation factor XII (Homo sapiens), P00748; purified FXIIa; inhibition, % at 5 µM; 62,000 compounds, 0.2% hits; AID 684, 2007;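 note: 0% = enzyme without compound and 100% = no enzyme blank; some results filed as inactive read as strong as hits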
# AP ELISA ortho – alternative complement pathway inhibitors, primary screen, biochemical, ELISA, human serum, orthogonally pooled compounds. LPS-coated ELISA, C3 deposition; tested in compound mixtures. inhibition, % at 5 µM. 62,000 compounds, 0.08% hits. AID 1235, 2008;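 active = inhibition above 30% in each of the two pooled mixtures holding the compound, so the lower value exceeds 30%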;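 note: 0% = serum in Mg-EGTA without compound and 100% = EDTA serum blank; some compounds past the cut are filed as inactive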
#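 Test system: human serum alternative complement pathway, C3 deposition on LPS-coated wells; also added: Plate-bound LPS; doses: 5 µM per compound in ten-compound mixtures; schedule: 1 h at 37 °C; detection: Anti-C3 ELISA, OD 450 nm; evaluation: percent inhibition of C3 deposition onto LPS; repeats: two pool placements per compound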
# DUSP1 inh – MKP-1 phosphatase inhibitors, primary screen, biochemical, in vitro; inhibition, %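 (compounds tested at a single concentration somewhere between 10 and 100 µM)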; AID 374, 2006; recombinant MKP-1, OMFP hydrolysis fluorescence; Dual specificity protein phosphatase 1 (Homo sapiens), P28562; 65,000 compounds, 0.15% hits;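 active = inhibition above about 50%, limit read from the data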;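 note: 0% = DMSO max control wells and 100% = wells with enzyme stopped by NaOH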
# Target sequence (P28562 whole entry, looked up): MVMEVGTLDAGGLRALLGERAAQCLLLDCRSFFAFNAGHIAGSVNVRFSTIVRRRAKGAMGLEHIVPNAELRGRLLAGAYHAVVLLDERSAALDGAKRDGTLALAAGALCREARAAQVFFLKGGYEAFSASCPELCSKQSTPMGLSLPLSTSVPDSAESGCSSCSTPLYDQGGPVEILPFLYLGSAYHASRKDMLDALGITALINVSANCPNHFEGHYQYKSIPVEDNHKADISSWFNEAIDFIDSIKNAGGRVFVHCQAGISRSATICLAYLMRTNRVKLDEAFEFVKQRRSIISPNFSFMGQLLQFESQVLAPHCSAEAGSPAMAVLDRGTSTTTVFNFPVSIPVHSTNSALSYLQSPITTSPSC
# Hsp90 block – tumor Hsp90 inhibitors, primary screen, cell lysate, fluorescence polarization, NCI-N417 lysate. 64,000 compounds, 0.35% hits. Heat shock protein HSP 90-alpha (Homo sapiens), P07900. Cy3B-geldanamycin FP displacement. AID 429, 2006. inhibition, % at 30 µM;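 active = inhibition above 50%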;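 note: 0% = tracer plus lysate wells and 100% = tracer alone without lysate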
# MMP-13 inhibitor – human MMP13 inhibitors, primary screen, biochemical, FRET peptide cleavage. Collagenase 3 (Homo sapiens), P45452. MMP-13 fTHP FRET cleavage, Mca fluorescence. inhibition, % at 4 µM. 65,000 compounds, 0.07% hits. AID 570, 2006;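 active = inhibition above the mean of compound-free control plate wells plus 3 SD, cut at about 14% in these data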;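 note: 0% = DMSO wells and 100% = wells with reference MMP-13 inhibitor after basal subtraction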
# Abs 340nm – compound light absorbance at 340 nm, profiling panel, artefact control, biochemical, MLSMR library, data from PS, PMK, MK assays; 65,000 tested, under 10 active; compound absorbance at 340 nm, fold over control; AID 708, 2007; fold change at 10 µM;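 active = at 10 µM dose, initial 340 nm absorbance at least 2 fold that of control wells; inactive = change under 2 fold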;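 note: initial absorbance extrapolated from kinetic A340 decline of NADH oxidation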
# An asterisk follows results filed as active; / = not tested or not shown; [ ] = dose if it differs, or a comment. Cut-off read from the data, not from the text of the source, unless noted: active = inhibition above about 20% (passing the limit was not always enough); inactive = the rest. Random draw from the library; about 1.5% have a hit in one of these screens.
SMILES,JNK3 inh,Cdc25B block,FXIa inh mix,FXIIa inh mix,AP ELISA ortho,DUSP1 inh,Hsp90 block,MMP-13 inhibitor,Abs 340nm
Cn1c(/N=C/c2c(O)ccc3ccccc23)nc2ccccc21,2,5,2,-11,-9,40,-3,-5,1.1
CCOC(=O)Cn1c(=O)sc2ccccc21,-5,-2,-4,4,11,7,0,-6,1.1
Cn1c(SCC(=O)Nc2cccc3ccccc23)nc(O)cc1=O,-2,2,8,11,11,-5,-4,4,0.98
O=C1CC(c2ccc(S(=O)(=O)NCCOc3ccccc3)cc2)CN1 (stereo not given),0,-5,-7,4,9,-2,-3,2,1
CC(C)(C)c1[nH]nc2c1C(c1ccncc1)C(C#N)=C(N)O2 (stereo not given),1,-13,-1,-12,15,1,-4,3,1
Nc1c(NCc2ccccc2F)c(=O)[nH]c(=O)n1Cc1ccccc1,/,1,11,-16,8,10,/,-10,1.1
Cc1nn(-c2ccccc2)c(Cl)c1C(=O)NCC(=O)O,1,-6,6,0,11,-6,-1,3,1
CC1CCN(c2nc3c(c(=O)[nH]c(=O)n3C)n2CCSc2ncccn2)CC1,-4,-4,9,-17,-2,-4,-1,5,0.98
Cc1nc2scc(-c3ccccc3)c2c(=O)n1/N=C/c1ccco1,/,-10,3,2,11,10,/,6,1.1
Cc1ccc(S(=O)(=O)N(C)Cc2ccc(-c3nnc4n3CCC4)cc2)cc1,6,23,1,4,7,4,0,2,1
COC(=O)c1[nH]c2ccccc2c1NC(=O)CN1CCN(Cc2ccc3c(c2)OCO3)CC1,-1,-3,-25,3,-16,-12,-3,-4,1
NC(=O)CN(c1ccc(Cl)cc1)S(=O)(=O)c1ccccc1,-6,0,7,-17,9,-4,-5,2,1
O=C1CCCc2c1[nH]c1ccccc21,3,3,10,3,19,-38,12,0,1
Clc1ccccc1-c1nnc2sc(-c3cccs3)nn12,8,2,11,-12,15,17,-1,7,1
CCOc1ccc(NC(=O)CSc2nnc(Cc3cccn3C)n2-c2ccc(OC)cc2)cc1,-5,-27,-17,2,16,11,0,-1,0.99
Cc1ncsc1C(=O)NCc1ccc(N2CCCC2=O)cc1,6,8,-5,6,6,-20,-3,1,0.98
CCOC(=O)C1=C(C)N=C2SCCC(=O)N2C1c1cccs1 (stereo not given),3,10,6,-2,9,-17,-4,9,1
O=C(NCc1cccnc1)C1c2ccccc2C(=O)N1C1CCCC1 (stereo not given),2,0,10,-3,16,16,-4,6,1
COc1cc2c(C(=O)Nc3ccc4c(c3)OCO4)cn(CC(C)C)c(=O)c2cc1OC,/,/,0,11,7,/,/,1,1.1
Cc1ccc(S(=O)(=O)N(CC(=O)N2CCCC2)C2CCCCC2)cc1,0,1,10,10,6,7,-2,2,1
COC(=O)CC(C(=O)Nc1cc(C(=O)OC)cc(C(=O)OC)c1)N1CCN(C)CC1 (stereo not given),2,-11,0,-11,8,-4,0,3,0.99
O=C(CSc1nc(-c2ccccc2)c(-c2ccccc2)o1)N1CCOCC1,-2,-16,14,-6,1,10,-1,-2,1
COc1ccc(Cc2nnc(SCC(=O)NC(C)c3ccccc3)o2)cc1 (stereo not given),2,-2,10,4,8,10,-2,6,1.1
CCCCC(CCC(=O)Nc1ccccc1C(=O)OCC)C(=O)O (stereo not given),3,12,5,0,10,9,0,0,0.99
CN1CCN(c2ncnc3c2sc2nc(N4CCOCC4)c4c(c23)CCC4)CC1,/,/,2,8,-7,/,/,1,/
Oc1ccc(CNC2CCCCC2)cc1,8,-11,-8,7,4,-10,-3,-1,0.99
Cc1ccc(C(=O)CC2(O)C(=O)N(C)c3ccc(Br)cc32)c(C)c1 (stereo not given),2,-16,-3,-1,9,0,-3,0,0.97
CC(=O)c1c(C)n([O-])c2ccc(C)cc2[n+]1=O,-2,-2,10,2,11,9,2,1,1.1
Cc1ccc(CN2CCC(C(=O)NCCC(C)C)CC2)o1,-1,-15,2,3,-2,-3,-2,0,1
O=C(Nc1cccc(Cl)c1)NC1CCCCC1,1,17,-3,3,-2,0,-4,3,1
CCCCOc1ccc(C2CC(=O)NC2=O)cc1 (stereo not given),-2,-1,8,-15,19,6,-2,0,1
O=C(O)c1ccccc1C(=O)Nc1ccccc1,-1,-5,5,-22,4,-5,6,5,0.99
Cn1c(=O)cc(SCC(=O)Nc2ccc3c(c2)OCO3)c2ccccc21,-4,-7,-2,2,3,33,-4,2,1
N=c1c2c3c(sc2nc2n1CCC2)CCCC3,6,-1,1,-1,-13,0,-2,7,1
Cc1nc(=O)c(-c2ccccc2)c(C)n1CCCO,-2,10,0,9,26,-26,-5,-8,1
CCOC(=O)N1CCN(c2c(NCCCN(CC)c3cccc(C)c3)c(=O)c2=O)CC1,-12,-4,2,4,8,3,-4,-10,1
O=C(CSc1nnnn1-c1ccccc1)c1cc2ccccc2oc1=O,7,0,-1,1,-5,2,-9,6,1
COC(=O)Nc1ccc(S(=O)(=O)N2CCCC(C(=O)Nc3cccc4c3OCCO4)C2)cc1 (stereo not given),2,6,6,1,10,18,-2,-2,1
CC1(C)CC(=O)C2=C(C1)OC(N)=C(C#N)C21CCC2(CC1)OCCO2,0,-5,3,-1,9,20,15,-2,1.1
O=C(CCCOc1ccccc1)NCC1CCCO1 (stereo not given),-2,-1,4,1,15,1,-5,-1,1

# Brought forward from above: 4 compounds, followed by the next part.
SMILES,JNK3 inh,Cdc25B block,FXIa inh mix,FXIIa inh mix,AP ELISA ortho,DUSP1 inh,Hsp90 block,MMP-13 inhibitor,Abs 340nm
O=C(CSc1nnnn1-c1ccccc1)c1cc2ccccc2oc1=O,7,0,-1,1,-5,2,-9,6,1
COC(=O)Nc1ccc(S(=O)(=O)N2CCCC(C(=O)Nc3cccc4c3OCCO4)C2)cc1 (stereo not given),2,6,6,1,10,18,-2,-2,1
CC1(C)CC(=O)C2=C(C1)OC(N)=C(C#N)C21CCC2(CC1)OCCO2,0,-5,3,-1,9,20,15,-2,1.1
O=C(CCCOc1ccccc1)NCC1CCCO1 (stereo not given),-2,-1,4,1,15,1,-5,-1,1
CCC(C)[C@H](NC(=O)NCc1ccccc1Cl)C(=O)OC (stereo not given in full),11,-4,2,7,-18,-16,-1,1,1
C=CCn1c(SCCN2CCCCC2)nc2c1c(=O)[nH]c(=O)n2C,5,5,7,2,6,0,-1,7,1
Cc1nc(-c2cccc(S(=O)(=O)N3CC(C)OC(C)C3)c2)cs1 (stereo not given),-2,1,-18,3,-10,-10,-1,0,1
COCCNC(=O)c1cc2cc(Br)cc(OC)c2oc1=O,/,-14,6,7,15,-6,-4,1,1.1
O=C(Nc1ccc(N2CCN(C(=O)c3ccco3)CC2)cc1)c1ccccc1F,-3,-14,16,-19,2,7,0,3,0.99
CCN(CC)CCN1C(=O)C(=O)/C(=C(/O)c2ccc(OC)c(OC)c2)C1c1ccccn1 (stereo not given),3,-3,-3,-6,0,-1,-5,1,1.1
COC(=O)COc1ccc(NC(=O)C2CCCO2)cc1 (stereo not given),-3,-11,8,10,6,-3,-6,-4,1
COC(=O)c1ccccc1NC(=O)NCc1ccc2c(c1)OCO2,7,-2,12,9,23,12,0,0,1
CC1Oc2ccccc2N(CC(=O)c2cccc(Cl)c2)C1=O (stereo not given),3,0,6,-16,10,-3,-6,4,1.1
Cc1ccc2[nH]c(C(=O)O)c(-c3ccccc3)c2c1,5,10,10,5,2,2,1,-72[fluorescence artefact?],1
CCN1C(=O)c2cccc3c(S(=O)(=O)Nc4nc(C)cs4)ccc1c23,-2,29,13,-5,13,7,0,3,1.1
COCCn1nnnc1C(c1ccccc1Cl)N1CCN(c2ccccc2OC)CC1 (stereo not given),-7,-9,4,9,10,11,1,4,1
O=C(CSc1nnc(-c2ccccn2)n1Cc1ccccc1)N1CCCC1,3,8,-24,1,-8,13,-1,-2,0.99
CC1=C(C(=O)Nc2ccccn2)C(c2ccc(F)cc2)n2ncnc2N1 (stereo not given),-1,-10,-5,-19,-3,15,-3,-3,1
O=C(O)C1C2CCC(C2)C1C(=O)NCCCn1ccnc1 (stereo not given),-1,24,4,9,-3,3,-6,8,0.99
O=C(Nc1cccnc1)c1cc(-c2ccc3c(c2)OCO3)on1,6,2,8,-15,15,3,-2,-2,1
CNC(=O)CSc1nnc(-c2ccc(S(=O)(=O)N3CCCC3)cc2)n1-c1cccc(C)c1C,-4,-9,7,8,1,11,1,-4,0.97
CCc1cccc(NC(=O)CS(=O)Cc2nc(-c3ccc(C)cc3)oc2C)c1 (stereo not given),-1,-14,-3,6,22,13,-4,-3,1
Fc1ccc(-c2csc3nnc(SCc4cccnc4)n23)cc1,3,-10,8,-16,7,-8,-1,3,1
O=C(NCc1ccccc1)C1C(=O)N(Cc2ccccc2)C(=O)C1C1(O)CCCC1 (stereo not given),-6,-2,/,/,/,-17,3,2,1

# Some of the entries so far, with two lines to a compound.
# Fields – JNK3 inh | Cdc25B block | FXIa inh mix | FXIIa inh mix | AP ELISA ortho | DUSP1 inh | Hsp90 block | MMP-13 inhibitor | Abs 340nm
O=C(Nc1ccc(N2CCN(C(=O)c3ccco3)CC2)cc1)c1ccccc1F
  -3 | -14 | 16 | -19 | 2 | 7 | 0 | 3 | 0.99
COCCn1nnnc1C(c1ccccc1Cl)N1CCN(c2ccccc2OC)CC1 (stereo not given)
  -7 | -9 | 4 | 9 | 10 | 11 | 1 | 4 | 1
O=C(Nc1cccnc1)c1cc(-c2ccc3c(c2)OCO3)on1
  6 | 2 | 8 | -15 | 15 | 3 | -2 | -2 | 1
